SENP6 block: inhibitors of human SENP6 protease; Q9GZR1; Recombinant SENP6 catalytic domain, aminoluciferin luminescence; inhibition, % at 10 µM; actives 1.8% (n = 330,000); AID 2599;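 active = inhibition above about 50% at the single tested dose, limit read from the data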;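 note: plate controls were DMSO wells with enzyme for no effect and DMSO wells lacking enzyme for full effect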
SENP1 inh: SENP1 (human) catalytic domain inhibition; Q9P0U3; recombinant SENP1 catalytic domain, CyPet-SUMO1-YPet FRET cleavage; inhibition, % at 10 µM; actives 0.21% (n = 360,000);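 active = inhibition at least 30% at 10 µM, raw YFP signal under a set limit, fluorescence ratio 0.5 to 1.5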;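 note: 0% = enzyme with DMSO and 100% = no enzyme wells; some results filed as inactive read as strong as hits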
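Controls: no-enzyme wells low, DMSO-plus-enzyme wells high control. Test system: human recombinant His6-tagged SENP1 catalytic domain enzyme. Reagent: SFCypet-SUMO1-SFYpet FRET protein substrate, 25 nM final. Doses: one dose per compound, 10 µM, 0.5% DMSO. Detection: FRET, CFP and YFP emission. Timing: 50 min reaction at room temperature.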
SENP7 inh: SENP7 protease inhibition. Q9BQF6. recombinant SENP7, Z-RLRGG-aminoluciferin luminescence, 40 min. inhibition, % at 5 µM. actives 1.5% (n = 330,000);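 active = inhibition above about 50% at the single test dose, limit read from the data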;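 note: plate controls were DMSO with enzyme for no effect and no enzyme buffer wells for full effect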
SENP8 block-1: inhibitors of human SENP8 protease; Q96LD8; purified SENP8, Z-RLRGG-aminoluciferin cleavage, luminescence; inhibition, % at 10 µM; actives 1.2% (n = 330,000); AID 2540; in the data active = inhibition above about 50%
Apaf1 inhib: blocks human Apaf-1 apoptosome activity | reconstituted apoptosome caspase-3 activity, DEVD-Rh110 fluorescence | actives 0.71% (n = 330,000) | AID 489030 | inhibition, % at 20 µM | O14727; active = inhibition of at least 40% at 20 µM;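 note: plate controls were DMSO wells for no effect and DEVD-CHO caspase inhibitor wells for full effect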
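System: Apoptosome proteins | Medium: Hepes pH 7.5 with detergent and BSA | Also added: Cytochrome c trigger plus (Z-DEVD)2-Rh110 caspase-3 substrate | Incubation: 30 min compound preincubation, 50 min activation, room temperature | Detection: Rhodamine 110 fluorescence at Ex 480/Em 540 nm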
SENP8 block-2: SENP8 (human) protease inhibition; recombinant SENP8, Nedd8 substrate fluorescence; inhibition, % at 20 µM; actives 0.64% (n = 360,000); AID 602440; in the data active = inhibition mostly above about 40%, no sharp cut-off; inactive = mostly below about 27%
PfG6PD inh: PfG6PD (Plasmodium falciparum) enzyme inhibition | PfGluPho enzyme, NADPH resazurin-diaphorase fluorescence | AID 504690 | actives 0.78% (n = 350,000) | inhibition, % at 20 µM;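 active = inhibition reaching at least a set limit at 20 µM in the primary screen, cut at about 59% in these data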;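 note: 0% = DMSO wells with substrate and 100% = DMSO wells lacking glucose-6-phosphate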
NLRP3 yeast inh: blocks the NALP3 inflammasome reconstituted in yeast. Yeast reconstituted NLRP3/ASC/caspase-1, beta-gal luminescence, 24 h. inhibition, % at 10 µM. actives 0.39% (n = 330,000). AID 2825;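 active = inhibition of 50% or more; inactive = inhibition below 50%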;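 note: plate controls were induced DMSO wells for no effect and uninduced yeast grown without galactose for full effect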
HKDC1 inh: inhibitors of human hexokinase HKDC1; Q2TB90; recombinant HKDC1, G6PDH/diaphorase resazurin coupled fluorescence; inhibition, % at 20 µM; actives 0.16% (n = 340,000);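 active = inhibition above about 35% when tested at 20 µM, limit read from the data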;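 note: plate controls were DMSO wells with enzyme for no effect and DMSO wells lacking enzyme for full effect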
Target sequence (Q2TB90 whole entry, looked up): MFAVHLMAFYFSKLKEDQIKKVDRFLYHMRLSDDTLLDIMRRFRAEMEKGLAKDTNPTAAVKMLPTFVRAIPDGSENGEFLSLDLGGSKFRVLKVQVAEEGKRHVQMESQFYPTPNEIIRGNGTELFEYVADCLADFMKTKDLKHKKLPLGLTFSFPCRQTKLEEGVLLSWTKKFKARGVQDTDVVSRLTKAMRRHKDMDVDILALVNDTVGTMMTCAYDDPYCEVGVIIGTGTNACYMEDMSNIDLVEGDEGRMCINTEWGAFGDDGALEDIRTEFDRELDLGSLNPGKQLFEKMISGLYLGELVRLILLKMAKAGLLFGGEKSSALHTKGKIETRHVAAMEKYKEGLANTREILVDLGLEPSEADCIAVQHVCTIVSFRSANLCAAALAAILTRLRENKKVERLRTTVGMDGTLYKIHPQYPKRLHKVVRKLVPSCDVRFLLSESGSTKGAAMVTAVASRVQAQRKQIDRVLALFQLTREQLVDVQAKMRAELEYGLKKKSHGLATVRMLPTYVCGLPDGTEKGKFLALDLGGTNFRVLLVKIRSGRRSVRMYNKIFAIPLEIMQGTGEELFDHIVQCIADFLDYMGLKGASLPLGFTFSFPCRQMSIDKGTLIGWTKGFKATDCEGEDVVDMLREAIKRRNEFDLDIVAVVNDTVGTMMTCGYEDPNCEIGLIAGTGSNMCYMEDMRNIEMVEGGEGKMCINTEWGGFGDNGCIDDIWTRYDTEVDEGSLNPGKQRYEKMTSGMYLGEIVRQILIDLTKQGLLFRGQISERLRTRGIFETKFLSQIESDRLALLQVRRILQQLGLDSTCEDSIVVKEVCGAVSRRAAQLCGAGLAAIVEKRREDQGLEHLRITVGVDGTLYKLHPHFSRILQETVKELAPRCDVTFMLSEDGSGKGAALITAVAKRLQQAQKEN
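Test system: Recombinant HKDC1 (HK5) hexokinase enzyme, produced in-house | Input: HKDC1 at 5 µg/mL | Buffer or medium: Tris pH 8.0 buffer with MgCl2, Tween-20, BSA, BME | Schedule: 90 min reaction incubation at room temperature, dark | Technique: Resazurin-to-resorufin fluorescence via G6PDH and diaphorase coupling, 525/613 nm | Controls: DMSO wells with and without enzyme mix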
Active calls of the source: *; i = inactive; / = no result given. Not a hit list; overall some 4.1% were active at least once.

SMILES	SENP6 block	SENP1 inh	SENP7 inh	SENP8 block-1	Apaf1 inhib	SENP8 block-2	PfG6PD inh	NLRP3 yeast inh	HKDC1 inh
O=C(CN1CCN(c2ccccn2)CC1)NC1CCCC1	17	-7	0	6	-3	12	-8	-2	-1
CC(C)(C)NC(=O)c1nn2c(C(F)(F)F)cc(-c3ccccc3)nc2c1Br	-12	-22	-8	-7	10	-46	-8	17	-1
CCOC(=O)C1=C(Nc2cccc(Cl)c2)OCC1=O	-14	2	5	4	-7	16	7	5	-6
CC(=O)N(Cc1cc2cc(C)ccc2[nH]c1=O)c1cccc(C)c1C	-14	3	2	-9	3	-63	0	19	-2
CC(C)N1CCN(Cc2cccc(-c3ccco3)c2)CC1CCO (stereo not drawn)	-11	0	-6	1	7	4	9	20	-6
C/C(=N\NC(=S)NCc1ccccc1)c1ccc(Br)cc1	5	2	-3	2	9	-5	23	4	5
N#CC1=C(C=Nc2ccccc2O)CCC1	0	-1	13	0	1	-13	6	2	-3
C/C=C(\C)C(=O)Nc1cccc(C2=NOC3(C2)C[C@H](C(N)=O)N(C(=O)c2cc([N+](=O)[O-])cc([N+](=O)[O-])c2)C3)c1 (stereo partly drawn)	-15	5	6	-12	2	10	16	14	7
COC(=O)C1CC23C=CCN4CCC5(c6ccccc6NC15C2C)C43 (stereo not drawn)	7	-1	-1	4	1	17	-11	8	6
COc1ccc(/C=N/N(CCC(=O)NC(C)(C)C)C2=NS(=O)(=O)c3ccccc32)cc1	-11	-2	-7	-7	18	-265	-10	1	2
COc1ccc(C2=NN(C(C)=O)C(c3cccs3)C2)cc1OC (stereo not drawn)	-7	0	-10	-11	9	-200	16	14	-3
O=C1CN(S(=O)(=O)c2ccccc2)CC(=O)N1CCc1ccccc1	-3	2	3	-9	6	22	-9	4	0
CCCCC(=O)N1CCN(c2ccc(OC)cc2[N+](=O)[O-])CC1	-9	1	2	0	-10	14	-9	28	-4
CC1CCCCN1C(=O)c1cccc(NC(=O)c2ccccc2)c1 (stereo not drawn)	-15	0	0	-8	1	2	-20	18	11
NC(=O)NCCCC(NC(=O)c1ccc(C#CC2(O)CCCCC2)cc1)C(=O)O (stereo not drawn)	-24	2	-10	1	-3	18	17	3	-13
Fc1cccc(NC(=S)NCCc2ccccc2)c1	2	1	-1	0	6	-2	-2	1	-5
CCOC(=O)C1=C(C)NC(C)=C(C(=O)OCC)C1C(=O)OCC(=O)NCc1ccco1	10	-7	-4	12	-7	i	1	7	3
O=C(Nc1ccc2c(c1)OCCO2)c1cccnc1Oc1ccccc1	-2	1	0	2	-7	24	-1	10	0
O=C(CSc1nc2[nH]ncc2c(=O)[nH]1)Nc1cccc([N+](=O)[O-])c1	-2	4	-2	15	-5	1	-23	18	-8
COC(=O)CCCNC(=O)c1ccc2[nH]c(C)c(C)c2c1	-19	-15	-13	-11	-1	-43	10	-1	-6
CC(=O)N1c2ccc(S(=O)(=O)NCCC(=O)Nc3ccccc3C)cc2CC1C (stereo not drawn)	-9	2	-6	-13	-2	13	3	9	-2
CCN(CC)S(=O)(=O)c1cc(C(=O)N2CCc3ccccc32)ccc1Cl	-7	2	6	2	14	5	-7	25	-6
CC1=C(C(=O)N(C)C)C(c2cccs2)NC(=O)N1 (stereo not drawn)	-17	0	-6	-8	0	-8	-1	-12	-8
O=C(COC(=O)c1ccc(NS(=O)(=O)c2cccs2)cc1)NCc1ccco1	9	-3	19	4	3	6	0	10	14
CN(C)c1ccc2c(c1[N+](=O)[O-])Cc1ccccc1-2	/	-1	/	/	/	18	12	/	-2
O=C(NCc1ccccn1)Nc1cccc([N+](=O)[O-])c1	6	1	-1	13	9	7	-1	9	-5
COC(=O)C1=C(C)NC(=O)CC1c1cccc(OC)c1OC (stereo not drawn)	-9	2	4	-3	-12	15	-4	-1	-11
Cc1ccccc1N1C(=O)C2C3CCC(O3)C2C1=O (stereo not drawn)	7	4	3	6	-4	5	-10	7	-2
NC(=O)C1CCN(C(c2ccccc2)c2nnnn2C2CCCC2)CC1 (stereo not drawn)	11	1	1	-1	3	4	-10	-6	1
O=C(O)c1ccc(N/N=C/c2ccncc2)cc1	90*	1	94*	85*	-2	5	-2	4	-1

Shown as a hit in SENP6 block (from the list above):
SMILES | SENP6 block | SENP1 inh | SENP7 inh | SENP8 block-2 | PfG6PD inh | NLRP3 yeast inh | HKDC1 inh
O=C(O)c1ccc(N/N=C/c2ccncc2)cc1 | 90* | 1 | 94* | 5 | -2 | 4 | -1

Later entries.
SMILES	SENP6 block	SENP1 inh	SENP7 inh	SENP8 block-1	Apaf1 inhib	SENP8 block-2	PfG6PD inh	NLRP3 yeast inh	HKDC1 inh
O=C(NC(=S)Nc1ccccc1N1CCN(C(=O)c2ccccc2)CC1)c1ccccc1F	2	-13	-5	3	13	8	34	8	-1
c1ccc2c(c1)nc(-c1ccncc1)n1nnnc21	-8	-23	4	-6	1	-11	-4	3	-1
C[C@H](NC(=O)c1cc2c([nH]c3ccccc32)c(-c2ccccc2)n1)C(=O)O	9	-1	-5	2	7	-238	29	-7	1
Cc1cccc(N2CCN(C(=O)CCC(=O)N3Cc4ccccc4Oc4ncccc43)CC2)c1C	5	-3	-2	-2	16	2	6	18	-1
Cn1cccc1C(=O)OCC(=O)NNC(=O)c1ccc([N+](=O)[O-])cc1	0	3	-5	1	-7	15	-3	18	-2
O=C(N[C@@H]1CCC(=O)N(CC[C@H](Oc2ccccc2)c2ccccc2)CC1)OCc1ccccc1	3	1	-3	-2	23	-6	4	8	1
COc1cc2c3c(c1OC)C1(C=CC(=NO)C=C1)CC3N(C(C)=O)CC2 (stereo not drawn)	-10	2	-7	-6	8	33	-4	4	-5
COc1cccc(C(=O)Nc2nnc(-c3cccs3)s2)c1	53*	0	53*	20	3	-483	31	7	-9
CCOC(=O)c1ccc(-n2c(CN3CCN(CCO)CC3)nc3ccc([N+](=O)[O-])cc3c2=O)cc1	39	-5	1	24	-19	24	11	26	-3
Cc1ccc(NC(=O)COC(=O)CCc2ccccc2)cc1S(=O)(=O)N1CCOCC1	5	3	5	-1	-6	4	1	3	-3
O=C(Nc1cccc(Cl)c1Cl)C1CC(=O)N(c2ccc(Br)cc2)C1 (stereo not drawn)	-30	3	-32	-6	5	10	10	15	-5
COc1cccc(/C=N/NC(=O)CNC(=O)COc2cccc(C)c2)c1O	-2	-16	10	1	-5	-266	-18	5	-12
COc1ccc(CNC(=O)CCC(=O)Nc2nnc(C(F)(F)F)s2)cc1	-20	0	6	-2	-4	-1	-32	0	3
CC(=O)N1CCC(=NNC(=O)CSc2cc(C)c(Br)cc2C)CC1	-13	1	-15	-5	11	8	-13	13	0
CC1CCN(CCNC(=O)C2CCCN(S(=O)(=O)c3cccc4nonc34)C2)CC1 (stereo not drawn)	-13	10	-2	-3	10	-7	-6	12	1
Cc1ccccc1C(=O)N1CCC(C(=O)Nc2nccs2)CC1	-2	2	1	4	-10	6	-8	3	-6
CCOC(=O)c1c(N)n(-c2ccc(N)cc2)c2nc3ccccc3nc12	16	-11	3	-5	-9	-152	7	-11	5
COc1cccc(NC(=O)Cc2cccs2)c1	1	1	-6	-16	0	12	15	35	-6
O=C(CN1CCN(c2ccccn2)CC1)Nc1ccc(Cl)c(C(F)(F)F)c1	2	-7	0	2	8	-8	12	24	-2
O=c1cc(CN2CCN(c3ccccc3O)CC2)nc2sccn12	-4	-43	-2	2	-4	-18	10	19	1
COc1ccccc1C1/C(=C(/O)c2ccc(C)cc2)C(=O)C(=O)N1CCN1CCOCC1 (stereo not drawn)	-2	0	8	4	18	9	3	-11	-7
COc1cc(/C=C2/S/C(=N/S(=O)(=O)c3ccccc3)NC2=O)c([N+](=O)[O-])cc1OC	0	19	3	2	14	21	-18	0	0
O=C(NCC1(O)CCCCC1)C1CCC(=O)N(Cc2cccc(C(F)(F)F)c2)C1 (stereo not drawn)	-6	1	0	-5	6	2	1	-2	11
Cc1ccc(C(C)C)c(OCc2ccc(C(=O)N/N=C/c3ccc(O)cc3O)cc2)c1	/	-92	/	/	/	-13	-13	/	-32
CC(=O)Nc1cccc(NC(=O)C2CC(=O)N(C3CCCCC3)C2)c1 (stereo not drawn)	-7	1	19	-6	4	7	8	23	1
Clc1ccc(-c2nc3ccccc3[nH]2)cn1	41	-13	37	8	-17	-353	29	14	2
CCOc1ccc(N2CC(C(=O)Nc3cccc(C)c3C)CC2=O)cc1 (stereo not drawn)	-4	0	-4	5	14	18	9	7	-7
O=C(O)c1ccc(Cl)c(S(=O)(=O)Nc2cccc(C(=O)Nc3cccc(C(F)(F)F)c3)c2)c1	9	1	4	7	-2	11	-30	9	2
Cc1noc(C)c1COc1ccccc1C(=O)NNC(=O)c1ccc(F)cc1	-5	-3	-2	-8	-5	0	3	7	-5
Cc1ccc(CSc2nnc(-c3cccs3)n2C)cc1	-25	-1	-4	-6	-24	-10	11	25	-5
CCCCNC(=O)COC(=O)c1c2c(nc3ccccc13)/C(=C\c1cccs1)CC2	/	-31	/	/	/	i	22	/	3
COCc1c(C(=O)N2CCN(Cc3c(F)cccc3Cl)CC2)oc2ccccc12	7	0	3	5	12	8	-6	15	20
COc1ccc(S(=O)(=O)N(C)CC(=O)Nc2ccccc2C(F)(F)F)cc1	-16	2	-9	-8	1	2	-4	-1	-7
COc1ccc(/C=C2/CCCC(CN(C)C)C2=O)cc1 (stereo not drawn)	/	-1	/	/	/	16	44	/	15
CCNc1nc(NCC)nc(N/N=C/c2ccc([N+](=O)[O-])o2)n1	-18	-2	8	1	32	26	15	8	1
CC(=O)CSc1nnc2cc(C)c3ccccc3n12	-23	1	5	-2	1	-67	16	-1	-4

Given with values under each structure: part of the list above
Every second line gives: SENP6 block	SENP1 inh	SENP7 inh	SENP8 block-1	Apaf1 inhib	SENP8 block-2	PfG6PD inh	NLRP3 yeast inh	HKDC1 inh
O=C(NC(=S)Nc1ccccc1N1CCN(C(=O)c2ccccc2)CC1)c1ccccc1F
  2	-13	-5	3	13	8	34	8	-1
COc1cccc(C(=O)Nc2nnc(-c3cccs3)s2)c1
  53*	0	53*	20	3	-483	31	7	-9
C[C@H](NC(=O)c1cc2c([nH]c3ccccc32)c(-c2ccccc2)n1)C(=O)O
  9	-1	-5	2	7	-238	29	-7	1
COc1cccc(/C=N/NC(=O)CNC(=O)COc2cccc(C)c2)c1O
  -2	-16	10	1	-5	-266	-18	5	-12
CC1CCCCN1C(=O)c1cccc(NC(=O)c2ccccc2)c1 (stereo not drawn)
  -15	0	0	-8	1	2	-20	18	11
CC(=O)N(Cc1cc2cc(C)ccc2[nH]c1=O)c1cccc(C)c1C
  -14	3	2	-9	3	-63	0	19	-2

Screening results from PubChem BioAssay.
